Screens: PubChem, Emory University Molecular Libraries Screening Center
EP2 mod – EP2 receptor (human) modulation | induction, % at 25 µM | P43116 | AID 940 | EP2-expressing cells, cAMP HTRF FRET, PGE2 co-stimulation | 260,000 compounds, 0.83% hits;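 active = compounds whose cAMP rise, as percent of the full-agonist control response, exceeds 60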;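 also: rat C6 glioma line stably carrying human EP2 under a CMV promoter; the protocol text gives 20 µM as final concentration; 100% = response of wells given 1 µM PGE2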
Target sequence (P43116 whole entry, looked up): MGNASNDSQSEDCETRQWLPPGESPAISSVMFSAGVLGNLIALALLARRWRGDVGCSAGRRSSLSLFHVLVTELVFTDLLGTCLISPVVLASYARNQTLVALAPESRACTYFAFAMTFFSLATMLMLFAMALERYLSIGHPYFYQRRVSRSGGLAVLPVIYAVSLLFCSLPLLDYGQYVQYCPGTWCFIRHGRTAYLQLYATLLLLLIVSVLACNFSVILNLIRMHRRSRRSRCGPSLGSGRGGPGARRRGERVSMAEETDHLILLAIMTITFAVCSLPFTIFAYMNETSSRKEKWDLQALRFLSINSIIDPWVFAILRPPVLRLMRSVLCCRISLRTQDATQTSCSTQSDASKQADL
* = called active by the depositor. These rows are one share of the data. The share of hits here may be higher or lower than overall.

How did CCn1cc(C(=O)N[C@H](Cn2nnc3ccccc32)C(C)C)cn1 do in these assays?
EP2 mod: -11

What do the screens show for `O=C(Nc1ccc(N2CCN(C(=O)c3cccs3)CC2)cc1)c1ccccc1`?
EP2 mod: -19

How did CCC(C)(C)n1nnnc1C(c1cc2cc(C)ccc2[nH]c1=O)N(Cc1cccnc1)Cc1ccco1 (stereo not drawn) do in these assays?
EP2 mod: -11

Results for Cn1c(=O)c2c(nc(/C=C/c3cccc(Cl)c3)n2C)n(C)c1=O ?
EP2 mod: 16

Results for Cc1cc(C)n2c(SCC(=O)Nc3c(C)cccc3C)nnc2n1 ?
EP2 mod: 15

What do the screens show for `CC1CCCCN1C(=O)c1ccccc1F` (stereo not drawn)?
EP2 mod: 16

How did Cc1nn(-c2ccccc2)c2[nH]c(=O)c(CNc3ccc4ncccc4c3)cc12 do in these assays?
EP2 mod: -24

Results for COc1cc(C(=O)Nc2ccc(N3CCN(S(C)(=O)=O)CC3)cc2)cc(OC)c1OC ?
EP2 mod: -3

How did CCN(CC)C(=O)CN1CCC(c2ccccc2F)CC1 do in these assays?
EP2 mod: -13

How did CCCC(c1nnnn1CC1CCCO1)N(Cc1ccco1)Cc1cc2cccc(C)c2[nH]c1=O (stereo not drawn) do in these assays?
EP2 mod: 55

Results for CCc1sc(NC(=O)c2cnc(SC)nc2)nc1-c1ccc(F)cc1 ?
EP2 mod: -1

What do the screens show for `CC(N)(Cc1ccc(O)c(O)c1)C(=O)O` (stereo not drawn)?
EP2 mod: 1

What do the screens show for `CS(=O)(=O)N1CCC(C(=O)Nc2cccc(Cl)c2Cl)CC1`?
EP2 mod: -11

Results for CN(Cc1ccccc1)S(=O)(=O)c1ccc(OCC(=O)NCc2ccncc2)cc1 ?
EP2 mod: 25

How did CCc1ccccc1NC(=S)N(Cc1ccco1)Cc1cc2ccc(OC)cc2[nH]c1=O do in these assays?
EP2 mod: -83

How did COc1ccc(S(=O)(=O)N(Cc2ccccc2)Cc2cc3cc(OC)c(OC)cc3[nH]c2=O)cc1 do in these assays?
EP2 mod: -40

How did CO[C@@H]1[C@@H](OC(N)=O)[C@@H](O)[C@H](Oc2ccc3c(O)c(NC(=O)c4ccc(O)c(CC=C(C)C)c4)c(=O)oc3c2C)OC1(C)C do in these assays?
EP2 mod: -4

Results for CCn1c(SCC(=O)N2CCCc3ccccc32)nnc1-c1ccccc1Br ?
EP2 mod: 0

How did Cc1ccc2cc(C)c3nnc(SCC(=O)N(C)c4nc(-c5ccccc5)cs4)n3c2c1 do in these assays?
EP2 mod: -8

What do the screens show for `COc1cccc(NC(=O)N2CCCC2C(=O)Nc2cccc(NC(C)=O)c2)c1` (stereo not drawn)?
EP2 mod: 30

What do the screens show for `Cc1ccccc1NC(=O)C1C2C=CC3(O2)C1C(=O)N(c1ccc2c(c1)CCC2)C3C(=O)NC(C)(C)C` (stereo not drawn)?
EP2 mod: 18

What do the screens show for `C=CCn1c(SCC(=O)N2CCc3ccccc32)nc2sc(C)c(C)c2c1=O`?
EP2 mod: -70

What do the screens show for `COCCNC(=O)C1CCCN(S(=O)(=O)c2ccc(S(=O)(=O)N(C)C)cc2)C1` (stereo not drawn)?
EP2 mod: -63

Results for NC(Cc1ccccc1)(C(=O)O)C(=O)O ?
EP2 mod: 12

How did Cc1cc(C)nc(SCc2nnc(SCC(=O)N3CCCCC3)n2C)n1 do in these assays?
EP2 mod: 10

How did Cc1cc(C)n(-c2ncnc3sc4c(c23)CCC4)n1 do in these assays?
EP2 mod: 15

What do the screens show for `O=c1[nH]c(=S)[nH]c(-c2ccccc2)c1Cc1c(O)ccc2ccccc12`?
EP2 mod: 4

How did CCc1nn(CCC(N)=O)c(=O)c2cc3sc(C)cc3n12 do in these assays?
EP2 mod: -19

Results for Cc1ccc(NC(=O)C2CC(=O)OC23CCCCC3)cc1C (stereo not drawn) ?
EP2 mod: -32

What do the screens show for `CC1CCCCN1S(=O)(=O)c1ccc(-n2cnnn2)cc1` (stereo not drawn)?
EP2 mod: -38

What do the screens show for `CC1=CC(C)(C)N2C(=O)C(=O)c3c4c(cc1c32)OCO4`?
EP2 mod: 15

How did CCCC(=O)Nc1nnc(-c2ccc(F)cc2)s1 do in these assays?
EP2 mod: 12

Results for COc1cc(C(=O)Nc2nnc(C3CCCC3)s2)cc(OC)c1OC ?
EP2 mod: -15

Results for COc1ccc2cc(C)c3nnc(SCC(=O)Nc4cccc(C)c4C)n3c2c1 ?
EP2 mod: -22

Results for COc1ccc(-c2nnc(SCC(=O)NC(C)C)n2C)cc1OC ?
EP2 mod: 7

How did COCCn1nnnc1C(c1cc2cc(C)cc(C)c2[nH]c1=O)N1CCCC2(CCCCC2)C1 (stereo not drawn) do in these assays?
EP2 mod: 13

How did COc1cc(C)c(C2C(C#N)=C(N)OC3=C2C(=O)CC(C)(C)C3)cc1OC (stereo not drawn) do in these assays?
EP2 mod: -12

How did CCOc1ccc2nc3sc(C(=O)Nc4nnc(CC)s4)c(N)c3cc2c1 do in these assays?
EP2 mod: -54

Results for CC(=O)c1ccc(N2CCN(CC(=O)Nc3ncc(C)s3)CC2)cc1 ?
EP2 mod: 17

What do the screens show for `O=C(COc1ccc(Cl)cc1Cl)NNC(=O)c1cccs1`?
EP2 mod: -5

Results for COC(=O)c1ccc(Nc2cc(=O)[nH]c(=O)[nH]2)cc1 ?
EP2 mod: -23

How did COc1ccc(F)cc1S(=O)(=O)N1CCN(c2ccccc2)CC1 do in these assays?
EP2 mod: -99

What do the screens show for `COc1cccc(N2C(=O)N(c3cccc(Cl)c3)C3CS(=O)(=O)CC32)c1` (stereo not drawn)?
EP2 mod: -63

What do the screens show for `NC(=O)N1CCCC1=O`?
EP2 mod: -20

What do the screens show for `CC1(C(=O)Nc2ccccc2Cl)Cc2ccccc2C(=O)O1` (stereo not drawn)?
EP2 mod: 5

How did Cc1ccc(C)c2[nH]c(=O)c(CN(C(=S)NCC3CCCO3)C3CCCC3)cc12 (stereo not drawn) do in these assays?
EP2 mod: 14

What do the screens show for `COc1cccc(Cn2c3cc(C)sc3c3cnn(CC(=O)OC(C)C)c(=O)c32)c1`?
EP2 mod: -24

What do the screens show for `Cc1cccc2cc(CN(Cc3nnnn3CC3CCCO3)C3CCCCC3)c(=O)[nH]c12` (stereo not drawn)?
EP2 mod: -11

How did COc1ccc(-n2nnnc2SCC(=O)Nc2cc(OC)cc(OC)c2)cc1 do in these assays?
EP2 mod: -12

How did O=C(NCc1nc(-c2ccncc2)n[nH]1)c1ccc(F)c(F)c1 do in these assays?
EP2 mod: 5

Results for COc1ccc(S(=O)(=O)N(CCc2ccccc2)Cc2cc3cccc(C)c3[nH]c2=O)cc1 ?
EP2 mod: 9

How did O=C(CSc1nnc2c3c4c(sc3ncn12)CCCC4)N1CCc2ccccc2C1 do in these assays?
EP2 mod: -78

How did COc1ccc(C(=O)NC(=S)Nc2sc3c(c2C#N)CCCC3)cc1 do in these assays?
EP2 mod: 8

What do the screens show for `COC(=O)c1sc2ncn(Cc3ccc(F)cc3)c(=O)c2c1C`?
EP2 mod: -35

How did CCOC(=O)c1cnc(SCC(=O)OC2CCCCC2)nc1N do in these assays?
EP2 mod: -19

What do the screens show for `Cc1nc2c(-c3ccccc3)c(C)nn2c(NCCCn2ccnc2)c1C`?
EP2 mod: -18

How did NO do in these assays?
EP2 mod: -7

What do the screens show for `Cc1cccc(C)c1NC(=O)CN1C(=O)C(C)(C)Oc2ccc(C(=O)NC(C)C)cc21`?
EP2 mod: -5

How did CCc1ccccc1NC(=S)N(Cc1ccco1)Cc1cc2cc(OC)ccc2[nH]c1=O do in these assays?
EP2 mod: 23

What do the screens show for `COCC(C)NC(=O)CSc1nc(-c2ccc(F)cc2)cc(C(F)(F)F)n1` (stereo not drawn)?
EP2 mod: -98

An excerpt from above in order of length of the SMILES, largest number first:
How did CCc1ccccc1NC(=S)N(Cc1ccco1)Cc1cc2cc(OC)ccc2[nH]c1=O do in these assays?
EP2 mod: 23

How did COc1ccc(C(=O)NC(=S)Nc2sc3c(c2C#N)CCCC3)cc1 do in these assays?
EP2 mod: 8

How did CCOC(=O)c1cnc(SCC(=O)OC2CCCCC2)nc1N do in these assays?
EP2 mod: -19

(cont.)
What do the screens show for `N[C@H](CO)C(=O)O`?
EP2 mod: 0

Results for O=C(NC1CCCCC1)c1cc2n(n1)C(C(F)(F)F)CC(c1ccco1)N2 (stereo not drawn) ?
EP2 mod: -109

How did Cc1ccc(C(=O)NCc2n[nH]c(=S)n2C)cc1 do in these assays?
EP2 mod: 10

What do the screens show for `COC(=O)c1c(NC(=O)Cc2cccs2)sc(C(=O)Nc2cccc(OC)c2)c1C`?
EP2 mod: -4

Results for COC(=O)c1c(NC(=O)c2ccco2)sc(C(=O)Nc2cccc(Cl)c2C)c1C ?
EP2 mod: -3

How did CCOc1ccc(N(C(=O)c2ccccn2)C(C(=O)NC2CCCCC2)c2cccs2)cc1 (stereo not drawn) do in these assays?
EP2 mod: 31

What do the screens show for `CC(O)CN(Cc1ccc2c(c1)OCO2)Cc1cnn(-c2ccc(F)cc2)c1` (stereo not drawn)?
EP2 mod: -77

What do the screens show for `Cc1nn2c(NCCCO)c3c(nc2c1-c1cccs1)CCCC3`?
EP2 mod: -12

What do the screens show for `COc1ccc(-n2c(COc3cccc(C)c3)nnc2SC(C)C(=O)O)cc1` (stereo not drawn)?
EP2 mod: -18

Results for CCn1cc(S(=O)(=O)NC2(c3ccc(F)cc3)CC2)cn1 ?
EP2 mod: -63

Entries from the list above that contain a cyano group, in the order listed:
How did COc1cc(C)c(C2C(C#N)=C(N)OC3=C2C(=O)CC(C)(C)C3)cc1OC (stereo not drawn) do in these assays?
EP2 mod: -12

How did COc1ccc(C(=O)NC(=S)Nc2sc3c(c2C#N)CCCC3)cc1 do in these assays?
EP2 mod: 8

Continued:
How did O=C(NC1CCN(C(=O)Nc2ccccc2Cl)CC1)c1ccco1 do in these assays?
EP2 mod: 40

What do the screens show for `CNC(C)[C@@H]1CC[C@@H](N)[C@@H](OC2[C@@H](N)C[C@@H](N)[C@H](OC3OC[C@](C)(O)[C@H](NC)[C@H]3O)[C@H]2O)O1` (stereo partly drawn)?
EP2 mod: -3

Results for CCn1c(N2CCC(C(=O)NCCCN3CCCC3=O)CC2)nc2ccccc21 ?
EP2 mod: -22

How did Cc1cc(-c2cc(N)c(=O)n(CC(=O)NCCc3c[nH]c4ccccc34)n2)c(C)o1 do in these assays?
EP2 mod: -137

How did COc1ccc(CCn2nnnc2CN2CCN(c3ccccc3)CC2)cc1OC do in these assays?
EP2 mod: -8

What do the screens show for `CC1(C)Oc2ccc(S(=O)(=O)NCCCCO)cc2NC1=O`?
EP2 mod: -40

Results for CCOC(=O)Cn1nc(CC)n2c(cc3ccsc32)c1=O ?
EP2 mod: 11

Results for O=C(c1cccc2ccccc12)N1CCN(S(=O)(=O)Cc2ccccc2)CC1 ?
EP2 mod: -135

Results for Cc1cc(C)c2cc(CN(Cc3cccnc3)C(=S)Nc3ccc(F)cc3)c(=O)[nH]c2c1 ?
EP2 mod: -26

How did COc1ccc2cc(CN(Cc3ccco3)C(=O)Nc3ccccc3F)c(=O)[nH]c2c1 do in these assays?
EP2 mod: 25

Looked up by compound from above, 5 records:
Results for COc1ccc(-c2nnc(SCC(=O)NC(C)C)n2C)cc1OC ?
EP2 mod: 7

How did CCCC(=O)Nc1nnc(-c2ccc(F)cc2)s1 do in these assays?
EP2 mod: 12

Results for Cc1ccc(NC(=O)C2CC(=O)OC23CCCCC3)cc1C (stereo not drawn) ?
EP2 mod: -32

What do the screens show for `Cc1nc2c(-c3ccccc3)c(C)nn2c(NCCCn2ccnc2)c1C`?
EP2 mod: -18

Results for COC(=O)c1ccc(Nc2cc(=O)[nH]c(=O)[nH]2)cc1 ?
EP2 mod: -23

More structures:
What do the screens show for `OC[C@H]1O[C@@H](n2cnc3cncnc32)[C@H](O)[C@@H]1O`?
EP2 mod: 8

What do the screens show for `C[C@@]12CC[C@H]3c4ccc(OCC(=O)O)cc4CC[C@@H]3[C@H]1CCC2=O`?
EP2 mod: 25

Results for CCc1ccccc1NC(=O)CSc1nnc2c(C)cc3ccc(C)cc3n12 ?
EP2 mod: -27

What do the screens show for `CCOc1cc(CN2CCc3c(nc(N4CCCC4)[nH]c3=O)C2)ccc1O`?
EP2 mod: 3

Results for O=C(Nc1ccc(N2CCN(C(=O)c3cccs3)CC2)c(Cl)c1)c1ccc(F)cc1 ?
EP2 mod: -5

Results for COc1ccc2cc(CN(C3CCCC3)S(=O)(=O)c3ccccc3)c(=O)[nH]c2c1 ?
EP2 mod: 4

Results for Cc1cc(Cl)ccc1OCC(=O)Nc1ccccc1N1CCN(S(C)(=O)=O)CC1 ?
EP2 mod: 3

Results for COc1ccc(OC)c(N=c2oc3cc(O)ccc3cc2C(=O)Nc2nccs2)c1 ?
EP2 mod: -92

What do the screens show for `Cc1cc2c(cc1C)NC1=C(N2)O[C@H](c2c[nH]c3ccc(COc4ccccc4)cc23)C1=O`?
EP2 mod: 20

Results for COc1cc2c(cc1CCNS(=O)(=O)c1ccc(N3CCCC3=O)cc1)CCC2 ?
EP2 mod: -88

Compounds listed so far that have a CF3 group:
What do the screens show for `COCC(C)NC(=O)CSc1nc(-c2ccc(F)cc2)cc(C(F)(F)F)n1` (stereo not drawn)?
EP2 mod: -98

Results for O=C(NC1CCCCC1)c1cc2n(n1)C(C(F)(F)F)CC(c1ccco1)N2 (stereo not drawn) ?
EP2 mod: -109

(cont.)
What do the screens show for `CCC(C)NC(=O)C1CCN(C(=O)c2ccc(Cl)cc2Cl)CC1` (stereo not drawn)?
EP2 mod: -26

Results for C[N+](C)(C)CC(O)CC(=O)O (stereo not drawn) ?
EP2 mod: 20

What do the screens show for `COc1ccc(-c2c(O)c3c(OC)c4c(cc3oc2=O)OC(C)(C)C=C4)cc1`?
EP2 mod: -9

Results for COc1ccc(C(=O)NCc2nnc(SCC(=O)NC3CCCCC3)n2C)cc1 ?
EP2 mod: -1

How did COc1ccc2nc(Nc3nc(C)c(C(C)=O)c(C)n3)nc(C)c2c1 do in these assays?
EP2 mod: -35

How did CC1CCC(NCCNC(=O)c2cccs2)CC1 (stereo not drawn) do in these assays?
EP2 mod: -14

How did O=C(CN1CCCC1=O)N1CCC(c2nc3sc4c(c3c(=O)[nH]2)CCCC4)CC1 do in these assays?
EP2 mod: -5

How did Cc1nnc2nc(-c3ccc(NC(=O)C4CCN(S(C)(=O)=O)CC4)cc3)cn2c1C do in these assays?
EP2 mod: -20
